3CLpro inhibitor – SARS-CoV 3CLpro protease inhibition. recombinant SARS-CoV 3CLpro, quenched FRET peptide cleavage. inhibition, % at 6 µM. hit rate 0.14% among 290,000; in the data active = inhibition above about 12%
Anthrax LF prot – blocks Bacillus anthracis lethal factor protease | hit rate 0.12% among 360,000 | P15917 | inhibition, % at 10 µM | multiplex microsphere protease cleavage assay, LF; note: plate controls were buffer without enzyme for full effect and enzyme alone for no effect
Target sequence (P15917 whole entry, looked up): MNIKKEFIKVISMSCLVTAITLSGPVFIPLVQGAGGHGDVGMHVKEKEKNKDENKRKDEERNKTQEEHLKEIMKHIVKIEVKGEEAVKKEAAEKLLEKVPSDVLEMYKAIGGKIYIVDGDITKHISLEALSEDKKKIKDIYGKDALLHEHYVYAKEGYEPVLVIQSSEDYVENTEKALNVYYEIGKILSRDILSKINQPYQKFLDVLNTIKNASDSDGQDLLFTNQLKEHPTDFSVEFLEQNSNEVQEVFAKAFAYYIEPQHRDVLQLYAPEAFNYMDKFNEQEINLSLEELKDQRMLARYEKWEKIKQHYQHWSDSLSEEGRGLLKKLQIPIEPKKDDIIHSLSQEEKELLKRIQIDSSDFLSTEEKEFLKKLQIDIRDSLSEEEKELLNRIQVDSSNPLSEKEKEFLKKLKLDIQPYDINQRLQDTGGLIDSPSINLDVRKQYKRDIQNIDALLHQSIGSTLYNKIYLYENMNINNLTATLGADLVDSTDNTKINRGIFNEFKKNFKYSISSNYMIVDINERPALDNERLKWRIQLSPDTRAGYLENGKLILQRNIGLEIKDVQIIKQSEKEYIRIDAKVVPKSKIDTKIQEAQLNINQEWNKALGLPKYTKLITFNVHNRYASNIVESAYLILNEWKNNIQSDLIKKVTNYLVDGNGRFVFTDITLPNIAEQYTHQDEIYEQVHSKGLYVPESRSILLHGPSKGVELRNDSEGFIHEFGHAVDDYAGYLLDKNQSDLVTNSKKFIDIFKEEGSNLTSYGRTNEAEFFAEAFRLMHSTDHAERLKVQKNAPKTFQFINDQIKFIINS
PfHsp40 rescue – restores yeast growth despite PfHsp40 toxicity. S. cerevisiae expressing PfHsp40, growth rescue, ATP luminescence. growth rescue, % at 12.5 µM. hit rate 0.68% among 340,000. AID 504582; in the data active = growth rescue above about 28%, passing the limit was not always enough; inconclusive = no clear call, values can overlap the other calls;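 note: yeast W303a lacking pdr1 and pdr3 grown in galactose medium; growth measured after three days at 30 °C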
Yp Topo-I inh – Y. pestis Topo-I inhibition via cleavage products. Y. pestis Topo-I cleavage product accumulation, plate reader. activity, % at 10 µM. hit rate 0.064% among 360,000. AID 504884; in the data active = activity above about 50%, passing the limit was not always enough; inconclusive = no clear call, values can overlap the other calls; note: inactives centre near 2
TcdB inh – blocks C. difficile toxin B glycohydrolase activity; TcdB glycohydrolase enzymatic assay, plate reader; inhibition, % at 9.99 µM; hit rate 0.24% among 350,000; AID 652162; in the data active = inhibition above about 10%
CCHF vOTU inh – CCHFV vOTU protease inhibition | Pep-AMC fluorescence | inhibition, % at 11.5 µM | hit rate 0.55% among 370,000 | AID 651958; in the data active = inhibition above about 30%; note: 0% = vehicle wells with enzyme and 100% = no enzyme wells
Vc quorum ag – inducers of Vibrio cholerae quorum light production without autoinducers; hit rate 0.16% among 350,000; V. cholerae BH1578 lux reporter, luminescence, 6 h; activation, % at 18.7 µM; in the data active = activation mostly above about 9.7%, no sharp cut-off; inconclusive = no clear call, values can overlap the other calls; inactive = mostly below about 3.7%; note: not every result past the cut was called active; inactives centre near 0; reference of the scale not given here
DUSP3 inh – DUSP3 (human) phosphatase inhibition | inhibition, % at 13.3 µM | AID 1654 | P51452 | recombinant VHR phosphatase, pNPP absorbance | hit rate 0.52% among 290,000; in the data active = inhibition above about 50%; note: some compounds called inactive have numbers as strong as hits
Target sequence (P51452 whole entry, looked up): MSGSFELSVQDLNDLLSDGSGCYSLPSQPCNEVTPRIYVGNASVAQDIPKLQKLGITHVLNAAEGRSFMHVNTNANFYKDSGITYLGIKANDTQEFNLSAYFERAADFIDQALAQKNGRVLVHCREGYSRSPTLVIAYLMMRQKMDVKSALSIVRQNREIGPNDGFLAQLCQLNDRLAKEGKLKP
BoNT A protease – BoNT A light chain protease inhibition | multiplex microsphere protease substrate cleavage, flow cytometry | inhibition, % at 10 µM | hit rate 0.17% among 360,000 | AID 588499; note: plate controls were buffer without enzyme for full effect and enzyme alone for no effect
SSB-PriA inh – blocks PriA binding to SSB C-terminal tail; hit rate 0.6% among 430,000; AlphaScreen SSBct-PriA binding, biotinylated peptide; inhibition, % at 33 µM; in the data active = inhibition mostly above about 37%, no sharp cut-off; inactive = mostly below about 20%;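 note: plate controls were negative control peptide for no effect and reference peptide for full effect; strong numbers were not always called active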
Numbers without * were called inactive; i = inactive; ? = inconclusive; / = not tested or not shown; & = joins results of further samples. Cut-off read from the data, not from the text of the source, unless noted: active = inhibition above about 30%; inconclusive = no clear call, values can overlap the other calls; inactive = below that. Not all compounds are listed (hit frequency here may not be typical).

cpd	Compound	PfHsp40 rescue	SSB-PriA inh	DUSP3 inh	TcdB inh	3CLpro inhibitor	CCHF vOTU inh	Yp Topo-I inh	Anthrax LF prot	BoNT A protease	Vc quorum ag
1	Cc1[nH]c2ccccc2c1C(c1ccncc1)N1CCC(C)CC1 (stereo not drawn)	-1.0	10	4	1.5	-4	-17	2	-5	0.0	i
2	COc1ccc(OCC(=O)N(Cc2ccc(C)o2)C2CCS(=O)(=O)C2)cc1 (stereo not drawn)	-1.7	-3	-2	-0.3	5	-9	11	2	3.2	-2.1
3	Nc1nc(SCC(=O)Nc2cc(-c3ccccc3)nn2-c2ccccc2)n[nH]1	-0.3	-8	23	1.1	2	2	-1	7	?	i
4	O=c1cc(N2CCOCC2)c2ccccc2o1	-1.5	-4	17	/	6	-10	0	-1	-0.4	i
5	Cc1onc(-c2ccccc2)c1C(=O)OCC(=O)c1ccc[nH]1	/	/	/	1.8	/	-4	-1	0	0.0	-0.7
6	C=CCOn1c(=O)c(-c2ccc(OC)c(OC)c2)[n+]([O-])c2ccccc21	0.4	52	-24	/	3	14	1	-8	1.9	-0.3
7	Cc1cccc(NC(=O)C2CCN(S(=O)(=O)c3c(C)noc3/C=C/c3ccco3)CC2)n1	1.4	3	4	/	1	13	2	-3	-0.1	-0.2
8	CC(=O)CSc1ncnc2sc3c(c12)CCCC3	3.0	-20	14	2.8	-3	21	-9	0	-1.1	0.6
9	CCOc1ccc2ccccc2c1CNc1nnnn1CC	0.6	-13	28	-2.5	4	-5	1	-2	0.6	-2.4
10	Clc1ccc(-c2ccc(/C=N/Nc3cc(N4CCOCC4)nc(N4CCOCC4)n3)o2)cc1	1.5	/	14	/	2	3	-8	-5	0.8	/
11	COc1ccc(-c2nn(CCC#N)cc2C(=O)Nc2ccc(C(C)=O)cc2)cc1	0.5	-9	11	-0.1	-3	-11	-12	-13	-1.1	0.4
12	Cc1ccc(/C=C/C(=O)Nc2cc(=O)n(C)c(=O)n2C)o1	-1.5	1	-7	-2.5	-5	-6	0	-1	-0.2	-0.3
13	COc1cc(C(=O)N/C(=C\c2cn(C)c3ccccc23)C(=O)NCCN2CCOCC2)cc(OC)c1OC	-0.3	-1	-9	1.8	2	-1	12	0	0.0	3.1
14	O=C(O)c1ccc(CSc2nnnn2C2CCCCC2)cc1	-1.0	-4	-15	/	-2	5	-3	-9	1.0	/
15	Cc1cc(C)nc(SCC(=O)NC2=NC(=O)C(C)S2)n1 (stereo not drawn)	/	-5	-2	-0.7	-1	-3	/	/	/	/
16	O=[N+]([O-])/C(C=Nc1ccccc1O)=C\Nc1ccccc1O	-1.1	-2	-2	-1.1	1	-4	0	-2	-0.5	-0.6
17	O=C(Cc1cccs1)NCCc1cn2ccccc2n1	1.4	-4	16	0.2	1	6	5	-2	-0.4	-0.4
18	COc1ccc(-c2nn(-c3ccccc3)cc2C(=O)N2CCN(S(=O)(=O)c3cccc(F)c3)CC2)cc1	0.4	-3	/	1.5	/	5	32	-3	-1.4	i
19	C=CCOc1c(Cl)cc(CNn2cn[nH]c2=S)cc1OC	-1.3	-7	15	2.3	2	-2	-18	1	0.6	-0.3
20	CC(C(=O)N1CC2(C)CC1CC(C)(C)C2)N1C(=O)c2ccccc2C1=O (stereo not drawn)	-0.6	-1	-2	/	11	-4	2	2	0.3	i
21	Cc1nn(C(=O)c2ccco2)c(C)c1Sc1ccc([N+](=O)[O-])cc1	0.3	-4	-8	/	2	14	-6	4	-0.5	-0.5
22	COc1ccc(-c2ccc3c(c2)C2CC3CCN2CCC#N)cc1 (stereo not drawn)	-1.1	8	/	2.1	/	-6	28	-4	0.1	-1.4
23	C=CCN1C(=O)c2ccc(C(=O)N(C)CC(=O)Nc3cccc(F)c3)cc2C1=O	-0.6	6	14	0.8	-3	-8	3	0	1.4	i
24	COc1cc(NC(=O)c2ccc(Br)o2)c(C(=O)O)cc1OC	0.2	-3	6	/	-2	18	2	3	1.4	-5.0

As a short view, some entries already given:
cpd	Compound	PfHsp40 rescue	SSB-PriA inh	DUSP3 inh	TcdB inh	3CLpro inhibitor	CCHF vOTU inh	Yp Topo-I inh	Anthrax LF prot	BoNT A protease	Vc quorum ag
23	C=CCN1C(=O)c2ccc(C(=O)N(C)CC(=O)Nc3cccc(F)c3)cc2C1=O	-0.6	6	14	0.8	-3	-8	3	0	1.4	i
24	COc1cc(NC(=O)c2ccc(Br)o2)c(C(=O)O)cc1OC	0.2	-3	6	/	-2	18	2	3	1.4	-5.0

Continued.
cpd	Compound	PfHsp40 rescue	SSB-PriA inh	DUSP3 inh	TcdB inh	3CLpro inhibitor	CCHF vOTU inh	Yp Topo-I inh	Anthrax LF prot	BoNT A protease	Vc quorum ag
25	O=C(NNC(=O)c1ccco1)c1ccco1	/	/	/	1.3	/	21	0	-4	-0.9	-0.8
26	Cc1cc(O)cc2c(=O)c3ccccc3sc12	0.2	9	9	-5.4	-1	6	1	-1	-0.1	1.2
27	Cc1ccc(NC(=S)NNC(=O)c2ccco2)cc1	0.0	-1	-16	/	-4	-3	7	0	2.2	-0.2
28	COc1cccc(CC(=S)N2CCOCC2)c1	0.7	-17	32	-0.7	0	-25	-4	-1	0.1	-0.7
29	CN(C)c1ccc(C(O)P(=O)(OCc2ccccc2)c2ccc(N(C)C)cc2)cc1 (stereo not drawn)	/	2	29	-0.9	4	8	0	/	/	-0.6
30	COc1cc(/C=C/C(=O)OCC(=O)NC(=O)NC2CCCCC2)ccc1OC(F)F	1.7	12	41	4.6	6	-6	19	4	0.5	0.5
31	Cc1cc[n+](-c2nc([O-])sc2/C=N/Nc2ccc([N+](=O)[O-])cc2)cc1	-0.9	/	41	0.8	-5	-1	-9	-9	-0.7	i
32	O=C(CCCCCN1C(=O)[C@@H]2Cc3ccccc3CN2C1=O)NCCc1ccccc1	-0.7	2	12	-0.1	-3	8	10	0	1.6	i
33	Cc1nc2ccc(C(=O)Nc3cccc([N+](=O)[O-])c3)cc2s1	1.0	-3	20	0.3	-1	10	-6	2	-0.7	-0.6
34	CCCCN(C)C(=O)c1ccc(Nc2nc(C(N)COCc3ccccc3)cs2)nc1 (stereo not drawn)	/	/	/	3.0	/	6	36	-2	-0.2	-0.2
35	CCNC(=O)CN1C(=O)NC2(CCOc3ccccc32)C1=O (stereo not drawn)	-0.3	-8	38	0.7	0	-10	-4	0	-1.3	-0.1
36	Cc1c(CC(=O)NCCCC(=O)O)c(=O)oc2c(C)c3oc4c(c3cc12)CCCC4	7.8	-1	2	0.2	1	-7	5	0	-1.2	i
37	Cc1ccccc1C(=O)Nc1cc(S(=O)(=O)N2CCCCC2)ccc1N1CCN(C)CC1	0.1	-3	0	/	4	-1	1	-4	1.4	i
38	CCOc1ccc(C(=O)NNC(=O)C2CC(=O)N(c3ccc(C)cc3)C2)cc1 (stereo not drawn)	-1.3	-3	/	0.4	/	-6	6	3	-0.6	i
39	O=C(Nc1nc2ccccc2[nH]1)Nc1ccccc1F	-0.7	-10	8	1.4	2	6	-7	-3	0.7	-0.7
40	CSCCNC(=O)C1(C)CCN1C(=O)c1sccc1C (stereo not drawn)	/	/	/	0.6	/	0	4	-2	-0.4	-0.9
41	COc1ccc(CNCCCC(=O)Nc2c(Cl)ccc(C)c2Cl)cc1OC	-0.8	7	-7	-0.3	-3	16	-7	-1	-0.4	-0.4
42	O=C(Cn1cc(COc2ccc(Cl)c(Cl)c2)nn1)NS(=O)(=O)c1ccccc1OC(F)(F)F	/	/	/	11*	/	24	14	-2	-0.6	-0.4
43	Cc1cccc(C(=O)NCCCNC(=O)c2ccccn2)c1	0.9	-8	-4	0.0	0	-3	4	4	0.8	-0.3
44	O=C(Nc1cccnc1)c1ccccc1-c1nc(-c2ccccc2F)no1	-0.2	-8	-23	1.5	5	8	0	-8	2.6	-0.1
45	COc1ccc(N(CCC(=O)NCCc2ccccc2)S(=O)(=O)c2ccc(C)cc2C)cc1	2.3	-8	/	0.4	/	18	32	-7	1.6	-4.2
46	COc1ccc(C(=O)N2C=Cc3ccccc3C2C#N)cc1 (stereo not drawn)	/	/	/	1.5	/	0	3	5	-0.4	i
47	CCN(C(=O)COC(=O)c1cc(S(=O)(=O)N2CCOCC2)ccc1F)C1CCS(=O)(=O)C1 (stereo not drawn)	1.3	-11	/	2.5	/	-5	1	?	2.2	i
48	Cn1c(C2CCCN2C(=O)OC(C)(C)C)n[nH]c1=S (stereo not drawn)	-0.9	-4	25	/	-6	9	4	-1	0.7	1.0
49	CCOc1ccc(NC(=O)c2cccc3c2C(=O)N(CCOC)C3)cc1	1.3	7	12	/	5	-1	-3	-2	-1.1	-0.1
50	CCOCCCNCc1ccc(Cl)cc1	-0.6	7	4	/	-4	-6	-8	-2	0.6	-0.6
51	O=C(O)c1cnn2c(-c3ccc(F)cc3)ccnc12	1.5	4	7	0.2	-3	-1	3	3	-1.6	i
52	O=C(/C=C/c1ccco1)N(Cc1cccc(Cl)c1)C1CCS(=O)(=O)C1 (stereo not drawn)	-0.5	-7	4	0.5	5	-3	-2	-13	-0.3	-0.6
53	Cc1ccc(NC(=O)N2CCC(C(=O)Nc3ccc(C)cc3C)CC2)cc1	0.1	-13	29	/	3	21	3	0	-0.3	i
54	O=C(NCc1ccc2c(c1)OCO2)c1cnc2n(c1=O)CCS2	1.3	-6	21	0.4	-5	4	-7	-4	0.4	-0.2
55	CN(C)CCCN(C(=O)c1ccc(S(=O)(=O)N2CCOCC2)cc1)c1nc2ccc(F)cc2s1	0.3	2&-3	5	-0.1	1	-8	15	-2	-0.9	-0.4
56	CCn1c(Cc2ccccc2)nnc1SCC(=O)NC(C)(C)C	0.3	-3	10	1.2	-1	/	0	-5	-0.9	-0.3
57	CCCc1ccc(-c2ccc(-c3noc(-c4ccncc4)n3)cc2)nc1	-0.9	6	-13	0.5	4	-3	-10	-11	-6.0	i
58	NC(=O)COC(=O)c1cc(=O)[nH]c2ccccc12	-0.3	-14	20	3.4	2	-13	-4	-5	-1.0	-0.8
59	CCCc1cc(=O)n2[nH]c(C)c(-c3ccc(OC)cc3)c2n1	-0.5	-6	1	-0.1	2	-7	2	7	-1.6	0.2
60	Cc1cccc(/C(N)=N/OC(=O)CCCN2C(=O)c3ccccc3C2=O)c1	1.9	/	7	/	1	-4	2	5	0.0	i
61	CC(Sc1nc2ccccc2[nH]1)C(=O)NC1CCCCC1C (stereo not drawn)	0.0	-5	33	0.5	-11	-14	8	0	1.1	-0.3
62	CCOC(=O)C1CCN(c2cc(=O)n(-c3ccccc3Cl)c(=O)[nH]2)CC1	0.5	-7	26	/	3	7	2	-3	-0.8	6.2
63	COC(=O)Cn1ncc(N2CC(C)OC(C)C2)c(Cl)c1=O (stereo not drawn)	1.0	0	28	-0.6	-4	-4	3	-1	-0.9	-4.5
64	CC(C)CN(C(=O)COC(=O)CNC(=O)c1ccc(Cl)cc1)C1CCS(=O)(=O)C1 (stereo not drawn)	0.5	1	0	0.6	6	1	-2	-4	-1.9	-1.0
65	CC(C)NC(=O)CCN1C(=O)c2ccccc2Sc2ncccc21	-2.3	-8	40	0.5	-10	-11	4	-6	-0.6	i
66	CC(=O)c1cc(C(=O)N2CCc3c([nH]c4ccccc34)C2CC(C)C)[nH]n1 (stereo not drawn)	-1.1	17	4	1.3	5	-8	-9	-4	-1.0	-0.3
67	Cc1cccc(C(C(=O)NC2CCCCC2)N(C(=O)c2csnn2)C2CC2)c1 (stereo not drawn)	-1.8	-6	31	-6.1	-3	7	-5	-1	-0.7	0.6
68	Cc1cc(NC(=O)CSc2nc(-c3cccnc3)ccc2C#N)no1	1.0	-13&-1	10	/	5	2	6	3	1.5	i
69	COc1ccccc1N1CCN(c2ccc(S(=O)(=O)N3CCN(C)CC3)cn2)CC1	0.2	-7	/	1.5	/	33*	-6	-2	-0.3	i

Screening results as filed in PubChem BioAssay.
